S2 tox – reduces viability in counter-screen for ATXN expression inhibitors; S2 cells (HEK-293 line with an ATXN2-luciferase reporter) viability, CellTiter-Fluor protease fluorescence, 24 h; Potency, µM (doses to about 56.7 µM), actives largely listed as cytotoxic; hit rate 0.49% among 400,000; also: potency is read from the fitted curve at half-maximal effect; nearly all actives have a fitted effect of over 40% in size
IL-1B inflam inh – inflammasome signaling inhibition, IL-1 beta readout | THP-1 LPS/ATP IL-1B secretion, AlphaLISA, 16 h; active compounds read low | activity change, % at 57.5 µM | hit rate 4.7% among 360,000 | AID 743279; in the data active = activity change below about -50%; inconclusive = mostly about -30% to -49%; also: % is scaled to controls: 0 for no effect and ±100 for the full control effect
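Secreted IL-1B measured by AlphaLISA bead assay after 16 h compound exposure of THP-1 cells; compounds (final up to 57.5 uM) added 1 h before LPS (250 ng/mL) and ATP (1.25 mM) stimulation; lower signal means less secretion.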
HT1080NT lethal – kills 2HG-producing HT-1080-NT fibrosarcoma cells; AID 686970; HT-1080-NT fibrosarcoma viability, CellTiter-Glo ATP luminescence, 48 h; hit rate 1.6% among 360,000; Potency, µM (titrated, usually from 46.1 µM), inactives show at the highest dose activity, negative = less viability, hits mostly cytotoxic;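 also: NT is the 2HG producing partner of a matched IDH1 knockdown line; potency is read from the fitted curve at half-maximal effect; 0% = DMSO-treated cells and -100% = media-only wells without cells; nearly all actives have a fitted effect of over 55% in size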
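Viability by CellTiter-Glo luminescence after 48 h compound exposure at 37C of HT-1080-NT cells (750/well, RPMI, 5% FBS). % activity scaled between DMSO wells and medium-only wells, then curve-fitted and categorized by curve class.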
HT1080 IDH1KD tx – toxicity to HT-1080 IDH1 knockdown cells (counter line) | HT-1080 IDH1 knockdown viability, ATP luminescence, 48 h | Potency, µM (doses to about 46.1 µM), for the others: top-dose activity, negative = toxicity, most hits filed as cytotoxic | hit rate 2% among 360,000 | AID 686971;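 also: potency is read from the fitted curve at half-maximal effect; 0% = DMSO wells and -100% = cell-free medium wells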
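Viability of IDH1-knockdown HT-1080 fibrosarcoma cells was assessed by CellTiter-Glo after 48 h at 37 °C with titrated compound; concentration-effect curves were classified by fit quality and response size.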
ATXN2 expr inh – reduces ATXN2 reporter expression in HEK-293 cells | HEK-293 ATXN2-luciferase reporter, luminescence, 24 h | Potency, µM (doses to about 57 µM), for the others: at the highest dose activity change, negative = inhibition, most hits filed as inhibitors | hit rate 0.72% among 360,000; also: potency is read from the fitted curve at half-maximal effect; % is scaled to controls: 0 for no effect and ±100 for the full control effect; nearly all actives have a fitted effect of over 55% in size
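ATXN2-luciferase reporter cells (luciferase flanked by upstream and downstream ATXN2 gene portions) were treated 24 h at 37 °C with compounds at up to 57 uM. SteadyGlo luminescence gave expression; GF-AFC fluorescence gave viability.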
SW480 rerep – DNA re-replication induction in SW480 cells; Potency, µM (titrated, usually from 46.1 µM), without a hit: at the highest dose re-replication activation, most hits filed as activators; SW480 DNA re-replication, Hoechst DNA content imaging, 48 h; hit rate 1.8% among 340,000; AID 624297; also: potency is read from the fitted curve at half-maximal effect; % of control where 0% means no effect; nearly all actives have a fitted effect of over 55% in size
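Per well, 250 cells were exposed to pinned compound for 48 hr. Nuclear DNA was visualised with Hoechst (40 min, 37 C) and total object intensity recorded by fluorescence scanning.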
MCF10A rereplic – DNA re-replication induction in MCF 10a cells; Potency, µM (top dose mostly 46.1 µM), without a hit: top-dose activity, positive = re-replication, usual class: activators; MCF 10A DNA re-replication, Hoechst nuclear intensity, 48 h; AID 624296; hit rate 2.9% among 350,000; also: potency is read from the fitted curve at half-maximal effect; % of control where 0% means no effect; nearly all actives have a fitted effect of over 50% in size
HepG2 viability – kills HepG2 cells in TGF-b inhibitor counter-screen | AID 588856 | HepG2 CAGA-GFP viability, ATP luminescence, 18 h | Potency, µM (titrated, usually from 46.1 µM), for inactives: at the top dose activity change, negative = cytotoxicity, most hits filed as cytotoxic | hit rate 0.76% among 410,000; also: potency is read from the fitted curve at half-maximal effect; some results filed as inactive show a strong effect at the top dose
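CellTiter-Glo luminescence gave cytotoxicity after 18 hours at 37 degrees C. The cells were HepG2 CAGA-GFP in 1% FBS DMEM, stimulated with 500 pg/mL TGF-beta after compound addition. %Activity was normalised to no-cell wells (complete cell-killing) and DMSO (no toxicity), and curves were fitted and classified.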
KB-3-1 cytotox – KB-3-1 parental cell cytotoxicity. Potency, µM (doses to about 46.1 µM), for inactives: top-dose activity change, negative = cytotoxic, actives largely listed as cytotoxic. AID 1347075. hit rate 1.4% among 400,000. KB-3-1 viability, CellTiter-Glo ATP luminescence, 72 h; also: potency is read from the fitted curve at half-maximal effect; % is scaled to controls: 0 for no effect and ±100 for the full control effect; nearly all actives have a fitted effect of over 60% in size
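Luminescent ATP read-out (CellTiter-Glo) measures survival of drug-naive KB-3-1 cells after 72 h compound exposure at 37 °C. Titration series was screened from lowest to highest concentration, with DMSO vehicle plates as background controls.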
The depositor's hits bear a star; i = inactive; ? = inconclusive; nt = not tested or not shown; [ ] = dose if it differs, or a comment. Unless noted, calls follow the shape of the dose curve; as a rule, active = well fitted curve in the direction sought with a large enough effect; inconclusive = small, poorly fitted or top-dose-only effect, or another doubt; inactive = no such curve, though single readings can be large; an effect the other way counts as inactive or inconclusive.

Preview:
Each structure is followed by: HT1080 IDH1KD tx	MCF10A rereplic	HT1080NT lethal	KB-3-1 cytotox	IL-1B inflam inh	HepG2 viability	SW480 rerep	S2 tox	ATXN2 expr inh
COc1ccccc1C(=O)NC(=Nc1nc2ccccc2o1)NC(=O)c1ccccc1OC
→ 9%	155%	3%	-7%	63	-5%	?	i	4%
COc1ccccc1NC(=O)C(C)OC(=O)c1ccc(-n2cnnn2)cc1 (stereo unspecified)
→ 4%	-20%	0%	-3%	20	15%	?	i	3%

All compounds of this part, from the first entry:
Each structure is followed by: HT1080 IDH1KD tx	MCF10A rereplic	HT1080NT lethal	KB-3-1 cytotox	IL-1B inflam inh	HepG2 viability	SW480 rerep	S2 tox	ATXN2 expr inh
COc1ccccc1C(=O)NC(=Nc1nc2ccccc2o1)NC(=O)c1ccccc1OC
→ 9%	155%	3%	-7%	63	-5%	?	i	4%
COc1ccccc1NC(=O)C(C)OC(=O)c1ccc(-n2cnnn2)cc1 (stereo unspecified)
→ 4%	-20%	0%	-3%	20	15%	?	i	3%
CCOC(=O)N1CCN(C(=S)NC(=O)c2ccc(F)cc2)CC1
→ 24%	4%	9%	-2%	22	-6%	-2%	i	-13%
O=c1c2oc3ccccc3c2n(Cc2ccc(F)cc2)c(=O)n1Cc1ccco1
→ nt	nt	nt	5%	nt	-2%	nt	i	-4%
O=C(COC(=O)c1cccc(C(F)(F)F)c1)NCc1ccccc1
→ 12%	16%	8%	5%	i	15%	-7%	i	32%
CC1(C(=O)NCc2ccccc2)CN(S(C)(=O)=O)CC(=O)N1CCCN1CCOCC1 (stereo unspecified)
→ 8%	nt	9%	20%	36	nt	nt	nt	nt
CC(C)(C)c1nn(-c2ccccc2)c2[nH]c(=O)c(CNCc3ccc4c(c3)OCO4)cc12
→ -30%	-2%	?	?	42	-57%	1%	i	?
Cc1ccc([N+](=O)[O-])cc1NC(=S)NC(=O)c1cccs1
→ 5%	0%	0%	20%	0	1%	nt	i	4%
COc1ccc(CNC(NC(=O)c2ccccc2)(C(F)(F)F)C(F)(F)F)cc1
→ -1%	0%	1%	13%	12	-24%	-8%	i	-5%
COc1ccc(CNC(=O)Cn2nc(C)c3c(C)n(-c4ccc(C)cc4)nc3c2=O)cc1OC
→ -6%	2%	?	-6%	-8	-8%	57%	i	-24%
Cc1cc(Cl)ccc1NC(=O)CS(=O)(=O)c1cccc2nsnc12
→ nt	nt	nt	-3%	nt	-22%	nt	i	-7%
CCOC(=O)N1CCN(S(=O)(=O)CCNC(=O)c2ccc(F)cc2)CC1
→ 11%	-10%	-2%	6%	15	-2%	-59%[inhibitor]	i	2%
O=C(Nc1ccc(F)cc1)C1CCN(C(=O)c2ccc([N+](=O)[O-])cc2)CC1
→ -2%	11%	-4%	3%	-19	-3%	-2%	i	nt
CCOc1cc(C(=O)N/N=C/c2ccoc2)cc(OCC)c1OCC
→ -19%	2%	-3%	15%	-4	5%	-2%	i	13%
CCOC(=O)c1ccc2c(c1)nc(SCC(=O)N1CCOCC1)n2CC
→ 6%	-2%	13%	0%	-11	2%	-25%	i	-3%
C=CCC(C#Cc1ccccc1)N(C)C (stereo unspecified)
→ 1%	1%	8%	-2%	21	9%	1%	i	2%
CC(C)Oc1cc(F)ccc1-c1cc(C(=O)NCC2CCCCC2)[nH]n1
→ 14%	nt	?	0%	-13	-5%	nt	i	1%
COc1cccc(-c2c(C(=O)N/N=C/c3sccc3C)nnn2-c2nonc2N)c1
→ -27%	?	-10%	8%	-54*	-36%	-8%	?	8%
Cc1cc(C)n(C(C)CC(=O)Nc2ccc3c(c2)OCCO3)n1 (stereo unspecified)
→ 6%	1%	9%	1%	10	12%	-8%	i	nt
S=C(c1cn(CCOc2ccccc2)c2ccccc12)N1CCCC1
→ ?	26%	?	?	-21	-20%	-6%	i	-18%
c1csc(CNc2ncnc3sccc23)c1
→ 26µM*	17%	-9%	-24%	-8	1%	7%	i	-14%
Brc1cccc(CSc2nnc(-c3ccncc3)o2)c1
→ -8%	14%	-10%	0%	-8	10%	?	nt	-3%
Cc1nc(C)c(N)c(=O)[nH]1
→ 0%	-3%	1%	3%	15	4%	-3%	i	-10%
COc1ccc(N2CCN(C(CNC(=O)c3c(F)cccc3F)c3ccc4c(c3)OCO4)CC2)cc1 (stereo unspecified)
→ nt	nt	nt	-18%	nt	-7%	nt	i	2%
Cc1scc(C(=O)Nn2cnnc2)c1-c1ccccc1
→ -3%	-2%	-12%	6%	0	0%	0%	i	-4%
N/C(=N\S(=O)(=O)c1cc(C(F)(F)F)cc(C(F)(F)F)c1)c1ccncc1
→ -3%	1%	4%	-2%	16	-29%	-1%	i	-8%
CCn1c(SC/C=C/c2ccccc2)nnc1-c1cnccn1
→ 13%	321%[0.0737 µM]	9%	-2%	-3	-10%	-3%	i	0%
CSc1ccccc1OCc1cc(C(=O)NCC(C)Oc2cccnc2)no1 (stereo unspecified)
→ -5%	nt	-10%	-16%	-17	-16%	nt	i	nt
Cc1ccc(OCC(O)CNC2CCCC2)c(C)c1 (stereo unspecified)
→ -16%	8%	-17%	0%	-8	-4%	-1%	?	nt
NC(=S)N/N=C/c1ccc(/C=N/NC(N)=S)cc1
→ 1%	?	-12%	-2%	35	11%	18µM*	i	nt
CC1=CCP(=O)(c2ccccc2)C1 (stereo unspecified)
→ 0%	2%	10%	5%	4	-16%	-2%[9.22 µM]	i	0%
Cc1cc(C=C2C(=O)CCCC2=O)c(C)n1-c1ccccc1
→ 2%	16%	5%	11%	-1	18%	-3%	i	8%
O=C(CNC(=S)N(Cc1ccccc1Cl)C1CCCC1)NCCN1CCOCC1
→ 14%	2%	10%	-2%	18	1%	-5%	i	27%
CC(C)NC(=O)C1(C)CCCN1Cc1ccccc1 (stereo unspecified)
→ 4%	nt	23%	-5%	-9	12%	nt	i	7%
Cc1ccc(-c2nnn(CC(=O)N3CCCCC3)n2)c(-n2cnnn2)c1
→ 6%	5%	7%	15%	10	-29%	6%	i	-2%
O=C(Cn1cnc2c(OCc3ccccc3)ncnc21)NCc1ccc2[nH]ccc2c1
→ 5%	3%	2%	?	7	-40%	?	i	-9%
Cc1ccc2[nH]c3c(c2c1)CN(C(=O)CN(C)CC1OCCO1)CC3
→ 4%	0%	0%	-4%	-20	-2%	-9%	nt	nt
O=C(COc1ccc2ccccc2c1)N1CCCC1
→ 5%	5%	-1%	21%	?	-31%	0%	i	19%
COCCN(CCOC)Cc1c(O)ccc2c1O/C(=C\c1ccco1)C2=O
→ -6%	-3%	-2%	6%	-16	2%	17%	nt	-20%
CCCCCCCCCCS(=O)(=O)N/N=C/c1ccc(O)cc1
→ ?	1%	?	8%	?	-94%	-3%	i	-31%
COc1cccc(-c2nnc(NC(=O)CCS(=O)(=O)c3ccc(C)cc3)o2)c1
→ -2%	?	2%	23%	?	-17%	10%	?	8%
Cc1cc(C)n(CCNC(=O)CCc2nnc(CCc3ccccc3)o2)n1
→ -3%	0%	-3%	5%	0	-21%	1%	?	nt
Cc1ccccc1S(=O)(=O)Nc1nc2ccccc2nc1N1CCc2ccccc2C1
→ -19%	13%	-9%	-25%	7	-26%	?	i	28%
C/C(CC(=O)NC1CCCC1)=N\NC(=O)Cc1csc(N)n1
→ 10%	-4%	4%	0%	14	-4%	23%	i	5%
COc1cccc(C(O)c2ncc(-c3ccc(C(F)(F)F)cc3)[nH]2)c1 (stereo unspecified)
→ -18%	nt	-14%	0%	11	-41%	nt	i	7%
CC1=C(C(=O)OCc2ccc3c(c2)OCO3)C(c2ccccc2OCc2ccccc2)NC(=O)N1 (stereo unspecified)
→ ?	?	?	-15%	-50*	-3%	4%	i	?
Cc1cc(C)c(NC(=O)CSc2nc(=O)n(Cc3ccncc3)c3c2CCC3)c(C)c1
→ nt	nt	nt	-9%	nt	-2%	nt	i	1%
COc1ccc(CNC(=O)CCC(=O)Nc2nnc(C(C)C)s2)cc1
→ 16%	2%	17%	10%	31	-27%	-70%[inhibitor]	i	-12%
O=C(Cc1c(Cl)cccc1Cl)OCC(=O)c1ccc[nH]1
→ 0%	nt	11%	5%	-20	-55%	nt	i	nt
O=C(NCc1ccncc1)c1cc(C(=O)C2CC2)c[nH]1
→ -2%	?	3%	1%	8	1%	-54%[inhibitor]	?	-34%
COCCn1c(SCC(=O)Nc2ccccc2F)nnc1-c1ccoc1C
→ 5%	-5%	10%	3%	2	-18%	-10%	i	14%
Cc1nn(CC(=O)OCC(=O)Nc2ccccc2[N+](=O)[O-])c(C)c1[N+](=O)[O-]
→ 2%	10%	1%	1%	21	8%	-4%	i	nt
COC(=O)c1[nH]c2cccc(OC)c2c1NC(=O)CN1CC(C)OC(C)C1 (stereo unspecified)
→ 1%	0%	1%	10%	-9	-13%	1%	i	1%
CCOCCCNC(=O)c1ccc(CS(=O)(=O)Cc2ccccc2F)o1
→ -2%	-7%	4%	-8%	5	38%	1%	i	-14%
CCOC(=O)C1CCCN(S(=O)(=O)Cc2ccc(Cl)cc2)C1 (stereo unspecified)
→ 21%	-3%	20%	14%	16	4%	-6%	i	-2%
O=C(CSc1nnc2ccc(-c3ccc(F)cc3)nn12)NCC1CCCO1 (stereo unspecified)
→ 4%	-1%	10%	13%	-3	-6%	-718%[inhibitor]	i	-15%
CC(C)COC(=O)N1CCCC(c2cc(C(=O)Nc3ccccc3Cl)no2)C1 (stereo unspecified)
→ -25%	nt	-18%	0%	-2	-4%	nt	i	-5%
CCOc1ccc(NC(=O)c2ccccc2NC(=O)CN2CCN(C(C)=O)CC2)cc1
→ -2%	2%	1%	26%	-2	5%	7%	i	10%
CCOCCCNC(=O)C(c1ccc(Cl)cc1)N1CCN(C(=O)c2ccco2)CC1 (stereo unspecified)
→ 13%	-1%	15%	13%	18	8%	-4%	i	-6%
